IDE cell activ: human IDE activators in live cells, primary screen, fluorescence polarization, HEK cells, FAbeta-B substrate | FAbeta-B cleavage; 0% vehicle, 100% cell-free pure enzyme wells | activation, % at 5.96 µM | 0.073% of 340,000 active | AID 493087, 2011;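 active = activation above the mean of all tested compounds plus 3 SD, set per screening campaign, cut at about 17% in these data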
VIM-2 inh: VIM-2 metallo-beta-lactamase inhibitors, primary screen, biochemical, epi-absorbance readout, Pseudomonas aeruginosa enzyme | purified VIM-2, nitrocefin hydrolysis, epi-absorbance fluorescence | inhibition, % at 5.6 µM | 0.89% of 290,000 active | AID 1527, 2009;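 active = inhibition above the mean of all tested compounds plus 3 SD, cutoff set per screening run, cut at about 7.5% in these data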;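 also: red hydrolysis product quenches plate fluorescence so inhibitors raise well fluorescence; 0% = enzyme with DMSO and 100% = DMSO without enzyme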
MEKK3 PB1 HTS: modulators of MEKK3-MEK5 PB1 binding, primary screen, biochemical, wildtype MEKK3, multiplex bead flow cytometry, Alexa488-MEK5; binding response (% of control), % at 10 µM; bead-based flow cytometry, Alexa488-MEK5 binding to MEKK3; actives lie on both sides; 0 = blocked by unlabeled MEK5, 100 = vehicle; 1.4% of 290,000 active; AID 1529, 2009;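 active = binding response more than 3 SD above or below the average of its plate-row segment, actives on both sides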;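 also: Alexa488 bead fluorescence after subtracting the streptavidin-only scavenger bead signal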
Target sequence (Q99759 whole entry, looked up): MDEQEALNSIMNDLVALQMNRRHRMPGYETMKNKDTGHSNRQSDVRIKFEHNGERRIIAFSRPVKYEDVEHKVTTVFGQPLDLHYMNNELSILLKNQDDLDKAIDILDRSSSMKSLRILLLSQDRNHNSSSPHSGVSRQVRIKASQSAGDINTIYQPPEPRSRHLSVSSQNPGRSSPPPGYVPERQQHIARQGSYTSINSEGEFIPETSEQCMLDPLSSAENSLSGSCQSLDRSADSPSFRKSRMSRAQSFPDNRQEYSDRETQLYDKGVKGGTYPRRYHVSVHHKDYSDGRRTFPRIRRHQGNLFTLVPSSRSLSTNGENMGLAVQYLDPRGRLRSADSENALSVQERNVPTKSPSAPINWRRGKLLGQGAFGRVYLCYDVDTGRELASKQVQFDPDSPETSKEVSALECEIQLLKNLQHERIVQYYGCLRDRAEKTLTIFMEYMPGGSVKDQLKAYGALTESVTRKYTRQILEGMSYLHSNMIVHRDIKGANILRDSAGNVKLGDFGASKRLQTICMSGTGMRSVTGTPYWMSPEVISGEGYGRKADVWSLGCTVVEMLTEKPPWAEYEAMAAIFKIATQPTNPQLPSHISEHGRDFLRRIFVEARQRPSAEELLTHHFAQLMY
PHOSPHO1 block: PubChem AID 1565. Phosphoethanolamine/phosphocholine phosphatase (Homo sapiens), Q8TCT1. recombinant PHOSPHO1, absorbance phosphatase assay. inhibition, % at 13.3 µM. 1.1% of 290,000 active; in the data active = inhibition above about 60%
Target sequence (Q8TCT1 whole entry, looked up): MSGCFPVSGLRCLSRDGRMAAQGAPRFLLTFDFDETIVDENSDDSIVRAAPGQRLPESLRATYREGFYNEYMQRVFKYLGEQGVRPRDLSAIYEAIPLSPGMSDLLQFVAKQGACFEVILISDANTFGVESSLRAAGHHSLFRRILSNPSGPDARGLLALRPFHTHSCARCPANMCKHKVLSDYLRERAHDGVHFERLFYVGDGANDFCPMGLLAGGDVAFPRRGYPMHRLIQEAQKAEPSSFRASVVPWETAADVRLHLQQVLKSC
DNA FID counter: compounds displacing fluorescent DNA intercalator, primary screen, artefact control for HCV NS3 helicase inhibitor project, biochemical, FID fluorescence; DNA fluorescent intercalator displacement; inhibition, % at 7.9 µM; 0.17% of 290,000 active; AID 1845, 2009; in the data active = inhibition above about 37%;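 also: 0% = vehicle and 100% = reference compound; higher means more ethidium bromide displaced from hairpin DNA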
p-CIP stab down: p/CIP-EGFP fusion destabilizers, primary screen, fluorescence, F442A cells | 0.01% of 290,000 active | 16 h | AID 1984, 2009 | decrease of EGFP signal, % at 10 µM | Q05BA5;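 active = EGFP signal decrease of at least 30% at 10 µM or well 3 SD below plate mean, unless failing retest; inactive = the rest, including hits failing retest or dose response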; also: some compounds called inactive have numbers as strong as hits; many of its hits are not listed in these tables
NS3 helicase inh: inhibitors of HCV NS3 helicase, primary screen, biochemical, Cy5 molecular beacon fluorescence; inhibition, % at 10.9 µM; Hepatitis C virus NS3 helicase; 0.56% of 290,000 active; NS3 helicase DNA unwinding;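 active = inhibition above the mean of all tested compounds plus 3 SD, set per campaign, cut at about 35% in these data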;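 also: 0% = DMSO wells and 100% = thioflavine S control wells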
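System: HCV NS3 helicase fragment; control set: DMSO and thioflavine S; technique: Cy5 fluorescence at 0 and 60 min, beacon hairpin quenching; reagent: beacon DNA duplex substrate plus ATP; replicates: singlicate; schedule: 1 h reaction at 25 °C, ATP-initiated; medium: MOPS buffer pH 6.5 with MgCl2, DTT, Tween20, BSA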
UBC9 SUMO inh: inhibitors of in vitro SUMOylation cascade, primary screen, biochemical, HTRF, uHTS; inhibition, % at 35 µM; 0.36% of 290,000 active; HTRF SUMOylation assay, SAE1/SAE2 + UBC9; AID 2006, 2009; in the data active = inhibition above about 50%, passing the limit was not always enough; also: strong numbers were not always called active
Target sequence (P63279 whole entry, looked up): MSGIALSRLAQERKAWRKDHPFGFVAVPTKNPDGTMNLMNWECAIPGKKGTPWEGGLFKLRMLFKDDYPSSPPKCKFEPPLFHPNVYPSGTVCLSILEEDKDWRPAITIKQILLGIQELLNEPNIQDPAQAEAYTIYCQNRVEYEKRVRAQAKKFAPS
IMP-1 inh: IMP-1 metallo-beta-lactamase inhibitors, primary screen, biochemical, epi-absorbance readout, Pseudomonas aeruginosa enzyme | purified IMP-1, nitrocefin hydrolysis, epi-absorbance fluorescence | inhibition, % at 5.6 µM | 0.45% of 290,000 active | AID 1556, 2009;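 active = inhibition above the mean plus 3 SD of all compounds in the same screening run, cut at about 4.5% in these data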;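 also: 0% = IMP-1 with DMSO and 100% = DMSO wells lacking enzyme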
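Test system: recombinant IMP-1 enzyme, purified / Medium: HEPES buffer pH 7.1 with ZnSO4 and Brij 35 / Doses: single dose, 5.6 µM / Times: 25 °C, 15 min preincubation, 25 min reaction / Detection: Epi-absorbance via hydrolysed-nitrocefin quenching of white-plate fluorescence, 480/530 nm, EDTA stop / Evaluation: percent inhibition from optical density relative to buffer-blank wells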
* hit, by the source's call; nt = not tested or not shown. The list is partial; rates above refer to the full screens.

SMILES | IDE cell activ | VIM-2 inh | MEKK3 PB1 HTS | PHOSPHO1 block | DNA FID counter | p-CIP stab down | NS3 helicase inh | UBC9 SUMO inh | IMP-1 inh
COc1ccc(OCC(O)CN2CCCC2)cc1 (stereo not given) | 6 | 0.4 | 104 | 29 | 3 | -8 | -5 | 22 | -0.2
CCCCN(CC)C(=O)CSc1cc(=O)n(C)c2ccccc12 | 2 | -0.8 | 96 | 17 | -32 | -9 | 2 | 4 | -3.0
CC(NCC1COc2ccccc2O1)C(=O)NCc1ccccc1 (stereo not given) | -5 | -5.0 | 105 | 40 | 6 | -6 | 8 | 1 | -0.5
Cc1cccc2nc(-c3ccco3)c(Nc3ccc4c(c3)OCCO4)n12 | 4 | -2.4 | 98 | 14 | -7 | -4 | 23 | 0 | -0.3
CC(=O)Nc1ccc(N(C(=O)Cc2cccs2)C(C(=O)NC2CCCC2)c2ccncc2)cc1 (stereo not given) | 0 | -1.4 | 103 | 60 | -12 | 0 | -2 | 0 | -1.9
O=C(CSc1nncn1-c1ccccn1)Nc1cccc(Cl)c1 | 2 | -2.3 | 115 | -40 | 2 | -12 | -1 | -10 | 0.1
CCn1c(O)c(N=NC(=O)CNc2ccc(C)cc2)c2ccccc21 | 2 | 1.9 | 104 | -6 | -11 | -5 | 7 | 3 | -0.1
O=C(COc1ccccc1Br)NC1CCCC1 | 3 | -1.2 | 116 | 20 | -11 | -2 | -3 | -10 | -2.1
O=[N+]([O-])c1cccc(-n2nnnc2CN2CCCC2)c1 | -2 | 1.6 | 104 | -15 | 15 | -5 | -3 | 2 | -2.7
COc1cccc2cc(C(=O)NC(C)c3ccccc3)c(=O)oc12 (stereo not given) | -3 | 2.0 | 104 | 16 | -6 | -4 | -11 | 16 | 0.5
CC(Cn1cnc2ccccc21)C(=O)O (stereo not given) | 7 | -0.5 | 96 | 2 | 3 | -1 | -2 | -8 | -2.2
CCOc1ccc(CN(C)C(=O)CNC(=O)Cc2cccc3ccccc23)cc1 | 5 | -2.9 | 96 | 23 | -37 | -10 | -17 | -3 | -1.9
CCOc1ccccc1N1CCN(S(=O)(=O)c2ccc(F)c(F)c2)CC1 | 6 | -1.3 | 98 | 19 | -4 | -4 | 1 | -15 | -2.7
O=C(C1=C(O)C(=O)N(CCN2CCOCC2)C1c1ccco1)c1cc2ccccc2o1 (stereo not given) | -3 | -1.8 | 98 | -16 | -10 | -3 | 5 | 4 | -2.1
Cc1ccccc1-n1nc2c(c1NC(=O)c1cc3ccccc3oc1=O)CS(=O)(=O)C2 | nt | 0.1 | 115 | -7 | -1 | 4 | 9 | -1 | -0.4
O=C(CCN1C(=O)/C(=C/c2cccs2)SC1=S)Nc1cccc(O)c1 | 4 | -2.6 | 103 | 16 | -1 | -3 | -2 | -23 | -2.7
Cc1cccc2c1N(CC(=O)OC(C)C)C(=O)C2=O | 5 | -2.6 | 112 | -6 | 3 | -6 | -5 | 12 | 3.0
COCCn1c(SCc2ccc(C(=O)OC)o2)nc2ccccc2c1=O | -4 | -0.4 | 92 | 7 | -31 | 2 | -6 | -7 | -6.7
COC(=O)c1ccc(OCC2c3cc(OC)c(OC)cc3CCN2C(=O)C2CC2)cc1 (stereo not given) | -2 | 1.4 | 96 | 15 | -35 | -4 | -8 | 4 | -0.1
N#CC1=C2C=CC=CN2CC1=O | -1 | -0.3 | 103 | 32 | 4 | -4 | -1 | -4 | -3.1
O=C(Nc1ccccc1Oc1ccccc1)c1ccccc1F | 1 | -4.5 | 104 | 3 | -9 | 1 | -12 | -16 | -2.3
Cc1ccc(C)c(C(=O)CSc2nnnn2C(C)C)c1 | 7 | -1.3 | 99 | 14 | -10 | -7 | -9 | 6 | -1.8
Cc1ccc(S(=O)(=O)NCC(C)NS(=O)(=O)c2ccc(C)cc2)cc1 (stereo not given) | 3 | -1.9 | 108 | 9 | -24 | 18 | -4 | -1 | -5.1
CC(C)OC(=O)CC1C(=O)NCCN1C(=S)NC(=O)c1cccs1 (stereo not given) | 4 | 1.5 | 79 | -3 | -4 | -4 | -2 | 21 | -1.0
CCn1c(=O)c2c(nc3n2CCN3c2ccccc2)n(C)c1=O | 3 | -1.5 | 103 | -4 | -3 | 4 | 6 | 12 | -2.3
O=c1c2ccccc2[nH]c(=S)n1CCN1CCCC1 | 1 | -2.6 | 101 | 47 | -4 | -4 | 0 | 6 | -2.4
O=C(O)c1ccc(N2C(=O)CSC2c2cccc([N+](=O)[O-])c2)cc1 (stereo not given) | 1 | -1.4 | 105 | 20 | -6 | 6 | -2 | -9 | -0.9
CS(=O)(=O)N1CCN(c2nc3ccccc3s2)CC1 | 2 | -2.6 | 100 | 19 | -9 | -15 | 2 | 22 | -3.9
CCOc1ccccc1NC(=S)N1CCC(NC(=O)c2ccco2)CC1 | 1 | -2.4 | 101 | 32 | 0 | -4 | -2 | 7 | 0.2
COc1cc(NS(=O)(=O)c2ccc(C)cc2C)cc(OC)c1OC | 2 | -3.1 | 99 | 8 | -16 | -11 | 3 | -1 | -1.4
O=C(COc1ccc(/C=N/NC(=O)c2cc3ccccc3o2)cc1Br)Nc1ccccc1 | 4 | 1.4 | 105 | -1 | 1 | -5 | -6 | 45 | -1.6
Cc1nn(C)c(C(=O)Nc2ccn(Cc3c(F)c(F)cc(F)c3F)n2)c1[N+](=O)[O-] | 4 | -4.1 | nt | 6 | 1 | 9 | 9 | 1 | -5.5
CCOc1ccc(NC(=S)Nc2cc(OC)c(Cl)cc2OC)cc1 | -2 | -3.8 | 102 | 6 | -1 | 4 | -15 | -13 | -2.0
CCc1ccc(OCC(=O)N2c3ccccc3CCc3ccccc32)cc1 | 2 | -1.5 | 103 | -15 | -32 | 0 | -2 | -24 | -3.4
CCOC(=O)Cc1c(C)nc2c(-c3ccc(OC)cc3)c(C)nn2c1C | 2 | -2.2 | 110 | 22 | -9 | 7 | -3 | -10 | -4.5
CC(C)(C)n1nnnc1C(c1ccccn1)N(Cc1ccccc1)Cc1ccc(Cl)cc1 (stereo not given) | 5 | -1.9 | 104 | -26 | -25 | -11 | -6 | -8 | -1.7
COc1cccc(CN(C)CC(=O)Nc2ccccc2C(=O)Nc2ccccc2)c1 | -5 | -2.6 | 95 | 11 | -6 | -5 | -7 | 8 | -2.2
Cc1ccc(N2C(=O)CC(n3nc(C)cc3C)C2=O)cc1 (stereo not given) | 3 | -3.7 | 104 | -2 | -4 | -4 | -4 | 3 | -3.9
Cc1noc(C)c1COC(=O)c1cccc(S(=O)(=O)N2c3ccccc3CC2C)c1 (stereo not given) | -2 | -2.7 | 104 | 8 | -26 | -4 | -11 | -7 | -2.5
COCCNC(=O)c1c(N)n(/N=C/c2cccs2)c2nc3ccccc3nc12 | 5 | 0.3 | 111 | -26 | -1 | -8 | -1 | 18 | -2.9

Compounds listed so far containing a Cl atom:
SMILES | IDE cell activ | VIM-2 inh | MEKK3 PB1 HTS | PHOSPHO1 block | DNA FID counter | p-CIP stab down | NS3 helicase inh | UBC9 SUMO inh | IMP-1 inh
O=C(CSc1nncn1-c1ccccn1)Nc1cccc(Cl)c1 | 2 | -2.3 | 115 | -40 | 2 | -12 | -1 | -10 | 0.1
CCOc1ccc(NC(=S)Nc2cc(OC)c(Cl)cc2OC)cc1 | -2 | -3.8 | 102 | 6 | -1 | 4 | -15 | -13 | -2.0
CC(C)(C)n1nnnc1C(c1ccccn1)N(Cc1ccccc1)Cc1ccc(Cl)cc1 (stereo not given) | 5 | -1.9 | 104 | -26 | -25 | -11 | -6 | -8 | -1.7

(continued)
SMILES | IDE cell activ | VIM-2 inh | MEKK3 PB1 HTS | PHOSPHO1 block | DNA FID counter | p-CIP stab down | NS3 helicase inh | UBC9 SUMO inh | IMP-1 inh
COc1ccc(NC(=O)c2ccc(-n3cccn3)nc2)cc1 | -2 | -7.0 | 103 | 36 | -1 | 10 | -6 | 15 | -1.5
COc1ccc(N=Nc2ccc3ccccc3c2)c(O)c1 | 4 | -4.2 | 108 | 19 | 5 | 3 | 5 | -1 | -4.0
COc1cccc(S(=O)(=O)NCc2ccc(C(=O)NCc3ccco3)cc2)c1 | 4 | -3.7 | 94 | -4 | -13 | 0 | 19 | 5 | -3.7
CN(C)CCCNC(=S)N(CCO)Cc1cc2cc3c(cc2[nH]c1=O)OCO3 | 4 | -0.6 | 114 | 3 | 1 | -17 | -5 | 13 | -2.3
CCN1CCN(c2c(Cl)cccc2NC(=O)c2ccc([N+](=O)[O-])o2)CC1 | 4 | 0.3 | 84 | 10 | 15 | -5 | -5 | -5 | -1.1
COC(=O)c1cn(NC(=O)COc2ccc(Cl)cc2)c(=O)c2ccccc12 | 6 | 0.1 | 98 | 4 | -3 | -5 | 1 | 9 | -4.1
Cc1ccc2cc(S(=O)(=O)NCCCN3CCOCC3)ccc2c1 | -1 | -6.4 | 103 | 34 | 11 | -2 | 1 | 12 | -3.9
O=C(NCCCO)c1nc2ccccc2s1 | -6 | -1.0 | 102 | 10 | 2 | -2 | -2 | 15 | -1.7
Cc1ccnc2nc(C(=O)OCC(=O)NCCc3ccc(Cl)cc3)nn12 | 4 | -4.0 | 135* | 9 | -3 | 2 | -3 | -7 | -2.1
c1ccc(-c2noc(CN3CCN(c4ccccc4)CC3)n2)cc1 | 5 | -3.6 | 100 | -3 | -17 | -8 | 2 | -4 | -4.4
Cc1ccc(-c2nc(CS(=O)CC(=O)NCCN3CCOCC3)c(C)o2)cc1 (stereo not given) | -2 | -3.9 | 101 | 36 | -4 | 0 | 3 | 11 | -4.2
C#CC(C)OC(=O)C(C)NC(=O)c1ccccc1 (stereo not given) | -4 | nt | 97 | 26 | nt | -7 | nt | 7 | nt
O=C(Nc1cccnc1)c1ccccc1Oc1ccccc1 | 1 | -3.2 | 102 | -45 | -13 | -4 | -2 | -9 | -2.6
CC(C)CCNC(=O)C1CCN(c2nc3ccccc3o2)CC1 | 0 | 1.2 | 104 | 18 | -20 | -2 | 12 | -2 | -1.6
CC(C(=O)O)N1C(=O)C2C3c4ccccc4C(c4ccccc43)[C@@H]2C1=O (stereo not given in full) | 7 | -1.2 | 101 | 11 | -17 | -4 | -1 | 0 | -2.0
COc1ccc(C2(C(=O)Nc3ccc(S(=O)(=O)Nc4nc(C)cc(C)n4)cc3)CCCC2)cc1OC | 3 | -2.2 | 101 | -9 | -47 | -2 | 6 | 4 | -3.0

At a glance, two of the compounds above.
SMILES | IDE cell activ | VIM-2 inh | MEKK3 PB1 HTS | PHOSPHO1 block | DNA FID counter | p-CIP stab down | NS3 helicase inh | UBC9 SUMO inh | IMP-1 inh
CC(C(=O)O)N1C(=O)C2C3c4ccccc4C(c4ccccc43)[C@@H]2C1=O (stereo not given in full) | 7 | -1.2 | 101 | 11 | -17 | -4 | -1 | 0 | -2.0
COc1ccc(C2(C(=O)Nc3ccc(S(=O)(=O)Nc4nc(C)cc(C)n4)cc3)CCCC2)cc1OC | 3 | -2.2 | 101 | -9 | -47 | -2 | 6 | 4 | -3.0

Screening data as filed in PubChem BioAssay.
